Pf gametocyte = late stage P. falciparum gametocyte viability inhibitors, primary screen, ATP luminescence, HTS. P. falciparum stage V gametocytes, 24 h. inhibition, % at 10.9 µM. 0.065% of 150,000 active. AID 743093, 2013;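 active = inhibition above the mean plus 3 SD of compounds within the control limits, set per campaign, cut at about 38% in these data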;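 also: 0% = DMSO wells and 100% = medium only without gametocytes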
HRas wt GTP = modulators of GTP binding to HRas wildtype, primary screen, biochemical, bead-based flow cytometry, multiplex. AID 759, 2007. GST-Ras wt beads, Bodipy-FL-GTP binding; actives lie on both sides. 0.14% of 190,000 active. GTP binding activity, % at 10 µM;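 active = GTP binding activity at least 20% away from the 100% baseline, either lowered as inhibitor or raised as activator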;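 also: 0% = unlabeled GTP competition control and 100% = no-compound control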
Cdc42 wt GTP = modulators of GTP binding to wildtype Cdc42, primary screen, biochemical, multiplex bead flow cytometry, Bodipy-GTP. percent activity (GTP binding), % at 10 µM. GST-Cdc42 beads; actives lie on both sides. 0.2% of 190,000 active. Cell division control protein 42 homolog (Homo sapiens), P60953;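 active = percent activity GTP binding at least 20 points away from the 100% baseline, either down as inhibitor or up as activator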;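 also: median bead fluorescence of bound Bodipy-FL-GTP at 100 nM; 0% = excess unlabeled GTP control and 100% = no compound control; below 100% means less GTP binding so inhibitor and above means activator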
Mcl1 Noxa PPI = Mcl-1/Noxa binding inhibitors, primary screen, biochemical, TR-FRET, 1536-well | TR-FRET Mcl-1/Noxa peptide binding, 2 h | Induced myeloid leukemia cell differentiation protein Mcl-1 (Homo sapiens), Q07820 | 1.5% of 220,000 active | inhibition, % at 21.7 µM;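 active = compounds that cut the protein-peptide binding signal by more than 50% relative to plate controls in a single-dose test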;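 also: His-tagged Mcl-1 with rhodamine Noxa BH3 peptide and terbium anti-His antibody; 0% = Mcl-1 plus Noxa peptide wells and 100% = peptide-only wells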
Target sequence (Q07820 whole entry, looked up): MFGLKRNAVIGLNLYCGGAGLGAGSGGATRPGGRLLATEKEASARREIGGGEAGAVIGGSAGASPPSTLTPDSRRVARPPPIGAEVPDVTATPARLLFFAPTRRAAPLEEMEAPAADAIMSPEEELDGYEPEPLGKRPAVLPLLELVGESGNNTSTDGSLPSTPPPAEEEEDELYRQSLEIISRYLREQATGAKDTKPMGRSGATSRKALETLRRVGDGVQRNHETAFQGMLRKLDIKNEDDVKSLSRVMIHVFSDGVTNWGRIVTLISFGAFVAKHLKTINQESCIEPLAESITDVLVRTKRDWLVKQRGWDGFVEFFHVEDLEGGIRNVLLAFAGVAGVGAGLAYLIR
Rac1 wt GTP bind = wildtype Rac1 GTP binding modulators, primary screen, biochemical, GST-Rac1 beads, flow cytometry, multiplex; Ras-related C3 botulinum toxin substrate 1 (Homo sapiens), P63000; fluorescent GTP binding; actives lie on both sides; 0 = cold GTP competed, 100 = untreated; GTP binding activity (% of control), % at 10 µM; 0.27% of 190,000 active; AID 757, 2007;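 active = GTP binding activity at least 20 points away from the 100% control level, either lower or higher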
ABCB1 block = ABCB1 efflux pump inhibitors, primary screen, cell-based, multiplex, flow cytometry, ABCG2 counter-screen; inhibition, % at 6.6 µM; ATP-dependent translocase ABCB1 (Homo sapiens), P08183; CCRF-Adr cells, JC-1 efflux; 0.067% of 190,000 active; in the data active = inhibition above about 40%;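 also: 0% = vehicle and 100% = reference inhibitor; higher value means more JC-1 retained so stronger ABCB1 efflux block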
Rab2 wt GTP = modulators of GTP binding to Rab2A wildtype, primary screen, biochemical, dog, bead-based flow cytometry, multiplex; GST-Rab2 wt beads, Bodipy-GTP binding; AID 760, 2007; GTP binding activity, % at 10 µM; 0.19% of 190,000 active;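 active = GTP binding activity at least 20 points away from 100%, either lowered or raised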;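 also: 0% = beads with excess unlabeled GTP and 100% = no-compound control corrected for plate trend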
ABCG2 block = ABCG2 efflux pump inhibitors, primary screen, multiplex with ABCB1, IgMXP3 cells, flow cytometry | AID 1325, 2008 | 0.1% of 190,000 active | inhibition, % at 6.6 µM | JC-1 efflux | Broad substrate specificity ATP-binding cassette transporter ABCG2 (Homo sapiens), Q9UNQ0;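 active = inhibition above 80%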;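 also: 0% = DMSO and 100% = nicardipine control wells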
Target sequence (Q9UNQ0 whole entry, looked up): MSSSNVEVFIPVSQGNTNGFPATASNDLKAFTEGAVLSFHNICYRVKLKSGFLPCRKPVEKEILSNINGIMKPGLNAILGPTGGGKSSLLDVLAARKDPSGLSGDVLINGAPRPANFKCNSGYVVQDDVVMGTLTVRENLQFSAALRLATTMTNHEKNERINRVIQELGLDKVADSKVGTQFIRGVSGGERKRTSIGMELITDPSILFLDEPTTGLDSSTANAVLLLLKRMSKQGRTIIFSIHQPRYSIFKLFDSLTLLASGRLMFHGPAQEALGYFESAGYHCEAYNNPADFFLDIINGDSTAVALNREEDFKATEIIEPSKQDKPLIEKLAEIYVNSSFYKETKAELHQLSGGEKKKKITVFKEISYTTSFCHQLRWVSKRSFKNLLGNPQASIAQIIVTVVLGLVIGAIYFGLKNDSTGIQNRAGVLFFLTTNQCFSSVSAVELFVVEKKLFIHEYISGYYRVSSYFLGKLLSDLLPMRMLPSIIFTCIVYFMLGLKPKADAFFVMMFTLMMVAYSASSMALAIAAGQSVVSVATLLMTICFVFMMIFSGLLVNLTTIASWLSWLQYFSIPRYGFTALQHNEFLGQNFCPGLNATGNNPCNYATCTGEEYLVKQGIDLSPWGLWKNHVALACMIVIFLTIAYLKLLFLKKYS
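System: two drug-resistant human cell lines, ABCG2 and ABCB1; controls: nicardipine high and DMSO low controls; times: 10 min exposure at 25 °C with rotation, no wash; detection: flow cytometry of retained JC-1 fluorescence; read-out basis: percent efflux inhibition, scaled nicardipine 100% to DMSO 0%; doses: one concentration, 6.6 µM final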
Rab7 wt GTP bind = modulators of GTP binding to Rab7, primary screen, biochemical, wildtype, multiplex bead flow cytometry; Rab7 GTPase wild type (dog), Bodipy-FL-GTP binding; GST-Rab7 beads, fluorescent GTP binding; actives lie on both sides; untreated = 100%, excess cold GTP = 0%; GTP binding activity (percent of control), % at 10 µM; 0.055% of 190,000 active;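 active = fluorescent GTP binding to Rab7 beads changed by at least 20 points from the 100% baseline, either direction, mostly lower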;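 also: median green fluorescence of bound Bodipy-FL-GTP per Rab7 bead population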
Avidin fluor = green autofluorescence of compounds with avidin beads – biophysical, 488/530 nm, flow cytometry, artefact control, profiling panel; AID 1775, 2009; 0.38% of 220,000 active; fluorescence (KMESF) at 10 µM; compound fluorescence 488/530 nm; stronger effect = higher value; in the data active = fluorescence above about 47; also: inactives centre near 10
Rac1 mut GTP = GTP binding modulators of activated mutant Rac1, primary screen, biochemical, bead-based flow cytometry, multiplex, fluorescent GTP | Ras-related C3 botulinum toxin substrate 1 (Homo sapiens), P63000 | percent activity (GTP binding), % at 10 µM | 0.11% of 190,000 active | GST-Rac1 activated beads; actives lie on both sides; 100% means binding = to untreated wells;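 active = GTP binding at least 20 percentage points away from the 100% baseline, in either direction, so actives lie on both sides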
* hit, by the source's call; · = no result given.

SMILES	Pf gametocyte	HRas wt GTP	Cdc42 wt GTP	Mcl1 Noxa PPI	Rac1 wt GTP bind	ABCB1 block	Rab2 wt GTP	ABCG2 block	Rab7 wt GTP bind	Avidin fluor	Rac1 mut GTP
COc1ccc(C(=O)NNC(=O)CSc2ccccc2)cc1	-13	94	90	-19	95	0.0	92	1	93	6	93
Cc1ccc(CSc2nc3ncccc3[nH]2)cc1	·	94	95	-3	94	0.1	95	0	97	31	93
CC(C)CN(CC(C)C)C(=S)NC1CCCCC1	-9	102	100	15	103	0.1	102	1	100	6	103
O=C(N/N=C/c1cccnc1)C12CC3CC(CC(C3)C1)C2	-2	99	99	17	100	0.7	98	8	101	11	96
Cc1ccc(NC(=O)CSc2nc(CSc3ccc(C)cc3)cc(=O)[nH]2)cc1	-4	95	93	-6	96	2.4	95	14	97	11	93
COCCn1cc(C(=O)N2CCN(C)CC2)c2c3ccccc3n(C)c2c1=O	·	105	105	-4	107	0.1	106	1	105	39	101
CC(C)(C)NC(=O)/C(=C\c1ccccc1F)NC(=O)c1ccc([N+](=O)[O-])cc1	·	93	96	1	97	0.1	93	2	96	9	93
O=S(=O)(c1ccc(F)cc1)N1CCN(CC(O)COCc2cccs2)CC1 (stereo not given)	·	99	98	32	95	0.8	98	1	99	14	96
CC1(C)CC(=O)C2=C(C1)OC(N)=C(C#N)C21C(=O)N2CCCc3cccc1c32 (stereo not given)	·	98	99	12	97	0.9	97	4	96	18	96
O=C(NC(=S)Nc1ccc2c(c1)OCCO2)c1ccc(F)cc1Cl	3	100	100	2	103	-0.5	96	-2	101	2	98
Cc1cc(-c2cn3ccccc3n2)c(C)n1-c1ccccc1	3	97	97	7	102	0.1	96	1	98	25	97
CC(C)c1ccc(-c2c(C#N)c(N)nc3c2CCCCC3)cc1	·	100	100	11	104	0.9	99	6	99	35	99
CCCCc1nnc(NC(=O)CC(=O)Nc2ccccc2C(=O)O)s1	·	96	98	26	96	-0.3	96	1	94	6	94
Cc1cccc(NC(=O)NCc2ccc3c(c2)OCO3)c1C	8	95	96	6	96	0.4	96	2	95	12	93
Cc1cccc(NC(=O)Nc2cccc(F)c2)n1	·	102	105	-16	109	0.4	100	3	97	15	103
Cc1ccc(-c2nc(N)n(C(=O)c3ccco3)n2)cc1	1	99	99	-4	96	-1.4	101	10	101	14	95
CC(O)C(NS(=O)(=O)c1ccc(Cl)cc1)C(=O)OCC(=O)N1CCN(c2ccccc2)CC1 (stereo not given)	·	100	102	2	104	2.0	100	10	99	7	100
CC(=O)c1ccc2noc(-c3cccc(C)c3)c2c1	-9	98	101	8	98	0.3	99	4	95	13	99
O=C(O)C1CCC(=O)N(C2CC2)C1c1ccccc1 (stereo not given)	·	98	98	2	92	0.9	97	3	95	24	95
CCOc1cc(/C=N/O)cc(Br)c1OCC	·	95	99	0	95	0.6	97	2	97	13	96
O=C(c1ccccn1)N(Cc1ccco1)C1(C(=O)NC2CCCCC2)CCCCC1	-5	101	106	3	107	-0.1	102	1	99	9	102
CCOc1ccccc1OCC(=O)Nc1ccc(S(=O)(=O)Nc2ncccn2)cc1	·	99	104	6	101	0.1	103	1	97	·	97
COC(=O)c1ccccc1NC(=O)CSc1nc(N)cc(N)n1	·	103	98	4	105	-0.8	99	0	102	7	101
O=C(Oc1cccc(C(=S)N2CCOCC2)c1)c1cccc([N+](=O)[O-])c1	13	99	95	3	99	2.0	94	11	102	11	95

5 entries drawn at random from the list so far, as already listed:
SMILES	Pf gametocyte	HRas wt GTP	Cdc42 wt GTP	Mcl1 Noxa PPI	Rac1 wt GTP bind	ABCB1 block	Rab2 wt GTP	ABCG2 block	Rab7 wt GTP bind	Avidin fluor	Rac1 mut GTP
COc1ccc(C(=O)NNC(=O)CSc2ccccc2)cc1	-13	94	90	-19	95	0.0	92	1	93	6	93
CCCCc1nnc(NC(=O)CC(=O)Nc2ccccc2C(=O)O)s1	·	96	98	26	96	-0.3	96	1	94	6	94
Cc1ccc(-c2nc(N)n(C(=O)c3ccco3)n2)cc1	1	99	99	-4	96	-1.4	101	10	101	14	95
CC(C)(C)NC(=O)/C(=C\c1ccccc1F)NC(=O)c1ccc([N+](=O)[O-])cc1	·	93	96	1	97	0.1	93	2	96	9	93
Cc1cccc(NC(=O)Nc2cccc(F)c2)n1	·	102	105	-16	109	0.4	100	3	97	15	103

Next compounds:
SMILES	Pf gametocyte	HRas wt GTP	Cdc42 wt GTP	Mcl1 Noxa PPI	Rac1 wt GTP bind	ABCB1 block	Rab2 wt GTP	ABCG2 block	Rab7 wt GTP bind	Avidin fluor	Rac1 mut GTP
CN(C)S(=O)(=O)c1cccc(C(=O)NCCCn2ccnc2)c1	-2	94	95	11	97	-0.1	96	-1	96	9	96
COc1ccc(-n2c(COc3cccc4cccnc34)nnc2SCC(=O)O)cc1	4	98	101	17	101	2.2	97	3	96	9	95
N/C(=N\OC(=O)c1ccco1)c1ccc(Br)cc1	10	104	103	9	108	0.0	105	22	104	15	100
O=C(NC(=S)Nc1cccc(Cl)c1N1CCCCC1)c1ccco1	·	101	101	-8	101	0.2	99	1	98	6	99
O=C(Nc1ccccc1)NC1CC2CCC(C1)N2Cc1nnnn1Cc1ccc2c(c1)OCO2 (stereo not given)	·	94	94	13	91	0.2	92	5	97	8	92
O=C(NC(CO)(CO)CO)c1coc(=O)c(Br)c1	·	95	101	18	95	0.2	95	2	94	12	98
COc1cc(CNn2c(C)n[nH]c2=S)cc(Cl)c1OCc1ccccc1	·	100	100	17	105	-0.6	102	-5	102	19	100
CNC(=S)N1CCC(NC(=O)C(Cc2ccccc2)NC(C)=O)CC1 (stereo not given)	20	96	104	-3	104	0.4	97	1	99	10	97
C#CCn1c(=NC(=O)CN2C(=O)CCC2=O)sc2cccc(C)c21	·	98	97	2	96	0.8	98	6	99	5	98
Cc1cc(C)cc(-n2nnc(C(=O)NCc3ccc4c(c3)OCO4)c2N)c1	·	99	104	11	106	2.2	99	11	101	26	101
CC1(C)CC(=O)C2=C(C1)NC(Nc1nc3ccccc3o1)=NC21CCCC1	-18	103	102	-2	102	1.3	99	7	102	15	99
CCOC(=O)c1cnc(Nc2ccc(OCC)cc2)nc1C	·	104	105	7	106	0.0	106	1	106	5	100
COc1ccc(O)c(C=NCC(C)N=Cc2cc(OC)ccc2O)c1 (stereo not given)	-7	93	92	23	93	1.0	91	8	92	27	91
Nn1cnnc1N/N=C/c1cc(Br)cc(Br)c1O	·	101	99	-26	96	0.3	98	3	103	10	96
C=CCSc1nc2nc(C)cc(C)n2n1	-33	99	100	3	99	0.3	99	1	98	9	98
O=C(CN1CCN(c2cccc(Cl)c2)CC1)N1CCCC1	·	100	102	-9	102	0.6	100	0	98	16	101
COc1ccc(CN=Cc2[nH]c3ccc(Br)c(Cl)c3c2O)cc1	·	99	97	10	99	0.4	99	2	101	9	96
Cc1ccc(S(=O)(=O)NC2(C(=O)O)CCCCC2)cc1	·	101	101	-1	105	0.3	100	1	101	6	99
c1ccc(N2CCOCC2)c(Nc2nc3ccccc3n3cnnc23)c1	·	98	100	2	101	0.2	99	0	95	3	101
Clc1cc2c(cc1/C=N/Nc1nc(N3CCOCC3)nc(N3CCOCC3)n1)OCO2	14	99	100	1	100	0.0	98	1	96	10	98
CCn1c(SCC(=O)Nc2ccccc2OC)nnc1-c1cnccn1	7	102	102	7	100	0.9	101	6	103	11	98
O=C(Nc1cccc(-c2cn3c(n2)SCC3)c1)c1ccc2c(c1)OCO2	16	100	92	39	101	0.0	96	0	105	26	96
CC(=O)C1=C(O)C(=O)N(Cc2ccccc2)C1c1ccco1 (stereo not given)	·	102	101	4	105	-0.7	100	0	98	5	98
COc1ccc(NC(=O)CSc2nnc(Cn3nnc4ccccc43)n2C)cc1	·	100	100	-5	104	0.0	98	0	98	4	101
CCCCCNCc1ccc(OCc2ccc(Cl)nc2)c(OC)c1	·	101	103	42	101	8.5	98	7	99	25	101
O=C(Nc1cccc(-c2nc3ccccc3[nH]2)c1)c1cccc(NC(=O)c2ccco2)c1	17	96	97	3	100	-0.2	95	-1	96	5	98
CCOC(=O)C1=C(C)NC(=O)NC1C (stereo not given)	·	102	105	-10	106	0.3	101	2	99	14	100
O=C(Nc1nc2c(s1)CCCC2)c1cc(-c2ccc3c(c2)OCO3)nc2ccccc12	·	96	101	22	100	-0.3	95	43	99	16	95
CC12CCC(=O)N1c1c(sc3nc(N4CCOCC4)c4c(c13)CCCC4)C(=O)N2 (stereo not given)	·	105	107	19	103	0.8	105	6	107	18	101
CCN(CC)CCC(=O)NN	15	100	100	18	104	0.3	103	1	104	9	101
COc1ccc(NS(=O)(=O)c2cc(NC(=O)c3ccc(C)o3)ccc2N2CCCCC2)cc1	20	99	98	3	103	0.2	98	-2	101	9	98
Cc1cccc(OCC(=O)NC(=S)N2CCCc3ccccc32)c1	·	97	92	2	93	0.1	98	3	99	12	95
CCOc1cccc(CN2CCCC(CCC(=O)NCc3ccccc3F)C2)c1O (stereo not given)	-4	98	98	-6	100	0.5	98	0	98	10	98
CC(=O)OC1CC(C)N(C(=O)c2ccccc2)c2ccc(C)cc21 (stereo not given)	-12	100	98	-7	98	-0.1	98	0	99	8	97
CCCc1cc(C(=O)NNC(=S)NC(C)c2ccccc2)cs1 (stereo not given)	·	98	100	-54	98	0.0	97	0	96	6	97
CN(CCC1CCOCC1)C(=O)CC1C(=O)NCCN1C/C=C/c1ccccc1 (stereo not given)	-9	98	98	17	101	0.6	95	3	97	11	96
O=C(NCc1cccnc1)NC1(C(F)(F)F)Oc2ccccc2O1	-45	100	101	-1	105	1.1	100	10	100	33	98
Cc1ccc2c(c1)S/C(=C/c1ccc[n+](C)c1)N2CCO	10	101	95	9	99	0.1	100	-1	104	6	94
